# Source: PubChem BioAssay (several laboratories)
# Hep lipid drop: modulators of hepatic lipid droplet formation | AID 1656 | inhibition, % at 6.5 µM | 240,000 tested, 0.4% active | AML12 mouse hepatocytes, oleate lipid droplets, BODIPY imaging;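 active means lipid droplet intensity inhibited by at least 50%, with more than 500 cells counted; inconclusive means wells with under 300 cells, treated as cytotoxic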
#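 Assay system: AML12 mouse liver cells | Compound dosing: One dose, 6.5 µM compound | Read-out basis: Droplet intensity reduction, % inhibition | Measured by: Fluorescence imaging, 20x objective, two fields per well | Schedule: Overnight treatment with compound plus oleate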
# Salmonella PhoP GFP: PhoP-dependent GFP reporter repression – Salmonella Typhimurium, primary screen (AID 1863) | S. Typhimurium PhoP-regulated promoter GFP reporter, 4 h; higher % means a stronger effect | inhibition, % at 50 µM, or IC50 in µM where a hit was titrated | 300,000 tested, 0.16% active;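 active means inhibition over 29.93%, a cutoff 3 SD above the screen mean, later confirmed by dose response; inconclusive means inhibition over 29.93% but no dose response follow-up; inactive means inhibition at most 29.93% or unconfirmed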;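 further: 0% = low Mg2+ inducing control and 100% = high Mg2+ repressing control; strong numbers were not always called active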
# T cell modulator: T cell immune modulation candidate. 2C CD8+ T cell-vesicle binding, flow cytometry; active compounds read low. calls only at 7 µM. 330,000 tested, 0.068% active. AID 2052;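 active means response, share of CD8 T cells binding vesicles, and their 90th percentile fluorescence all below set limits, cut at about 80% in these data, passing the limit was not always enough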
#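 incubation = binding step 1.5 h, 37 °C, antibody labelling 20 min, ice | test system = 2C mouse CD8+ T cells | read-out basis = percent CD8+ FL2 mean versus row control | controls = Peptide-free naked vesicles (low) and QL9 vesicles with 0.7% DMSO vehicle (high) | detection = flow cytometry of vesicle-bound cells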
# Insulin prom up: MIN6 insulin promoter up-regulation | MIN6 insulin promoter-GFP reporter, high-content imaging; active compounds read high | z-score at 5 µM | 190,000 tested, 0.3% active | AID 1625;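 active means z-score above 3 at 5 µM with at least 500 cells counted in the well; inconclusive means wells under 500 cells, flagged as cytotoxic or low count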
# b-catenin transl: beta-catenin nuclear translocation modulation; HeLa beta-catenin nuclear translocation, immunofluorescence imaging; nuclear translocation activity, % at 5 µM; 190,000 tested, 0.3% active; AID 1665;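 active means nuclear translocation activity above 50% at 5 µM, with a well cell count of 50 or more; inconclusive means wells under 50 cells across six images, flagged as toxic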;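 further: per-cell ratio of nuclear to cytoplasmic median beta-catenin stain intensity; plate controls were DMSO negative control for no effect and GSK-3 inhibitor IX positive control for full effect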
#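 System: Human HeLa cells, endogenous beta-catenin | Compound dosing: 5 µM primary, 0.02–20 µM confirmation | Timing: 24 h compound exposure at 37°C, 5% CO2 | Measured by: Fluorescence imaging of beta-catenin antibody stain plus DAPI | Read-out basis: % activation of per-cell nuclear versus cytoplasmic median beta-catenin signal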
# MT stabilize HCS: microtubule stabilization, imaging screen | HeLa tubulin immunostaining HCS, 24 h; share of cells brighter than vehicle mean+2SD | % tubulin-high responders, % at 10 µM | 200,000 tested, 0.83% active;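 active means plate Z-score above 3 for both tubulin-high and condensed-nucleus cell shares, with cell loss under 80%, at 10 µM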;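 further: anti alpha tubulin signal scored within the nucleus-defined area of each cell; some results filed as inactive read as strong as hits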
# CSM14.1 death rescue: protection against thapsigargin-triggered cell killing – 384-well, CSM14.1, ATP luminescence, primary screen (AID 1222) | CSM14.1 thapsigargin-induced death rescue, ATP luminescence; higher % means a stronger effect | cellular ATP content (survival), % at 20 µM, or EC50 in µM where a hit was titrated | 190,000 tested, under 10 active;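 active means EC50 below 50 µM in the dose-response confirmation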;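 further: death triggered by thapsigargin at about 15 µM added after 2 h compound pretreatment; cell ATP read after overnight thapsigargin exposure of roughly 18 to 22 hours; normalized against plate controls of thapsigargin alone and 5% DMSO vehicle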
# Dynein transport: blocks dynein driven cargo transport along microtubules | z-score, hits read low | 3617.4 mouse cells, GR-EGFP nuclear translocation imaging; test concentration mostly 20 µM; stimulated with dexamethasone, 1 µM; active compounds read low | 220,000 tested, 0.47% active;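 active means plate z-score of nuclear minus cytoplasmic receptor signal below a set negative limit, without overly bright fluorescence or cell loss, cut at about -3.5 in these data, passing the limit was not always enough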;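 further: z-score of nuclear minus cytoplasmic ring GR-EGFP intensity difference per well; some compounds called inactive have numbers as strong as hits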
#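 Also added: dexamethasone, 1.0 µM final. Medium: tet-free, stripped-serum medium. Detection: fixed, Hoechst-stained cells imaged at 10x for EGFP. Read-out: nuclear-to-cytoplasmic GR-EGFP distribution per well. Times: induction 48 h, compound 1 h, agonist 30 min.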
# Autophagy mod: alters autophagy in cells; MEF GFP-LC3 puncta imaging; test concentration mostly 10 µM; calls only at 10 µM (by protocol); 190,000 tested, 0.98% active; AID 463193;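 active means percentage of spot-positive cells more than 3 SD above its plate mean, without a fluorescence outlier flag or 80% toxicity; inconclusive means no clear call, values can overlap the other calls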;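 further: spot-positive cell cutoff set from DMSO-treated cells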
# Dynein transport cytoplasmic EGFP: further read-out of Dynein transport, marked with its call; z-score; measured here: cytoplasmic GR-EGFP intensity; active compounds read high
# Dynein transport nuclear GR-EGFP: second read-out of Dynein transport, no call of its own (marks repeat the call); z-score; measured here: nuclear GR-EGFP intensity;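 lower value marks the stronger effect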
# Dynein transport cell count: also measured in Dynein transport; calls as there; z-score; measured here: cell count per field
# Insulin prom up cell count: second read-out of Insulin prom up, no call of its own (marks repeat the call); cell count; measured here: cytotoxicity, nuclei count;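 total cells summed across four imaged fields per well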
# Hep lipid drop cells 6.5 µM: second read-out of Hep lipid drop, no call of its own (marks repeat the call); cell count; measured here: cell count, cytotoxicity flag;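 cells counted across two imaged fields per well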
# b-catenin transl cell count 5 µM: further read-out of b-catenin transl, marked with its call; cell count; measured here: cell count, cytotoxicity flag
# T cell modulator vesicle-bound %: recorded beside T cell modulator, whose call it bears; double positive events, %; measured here: CD8+ vesicle-bound cell fraction;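 binding gate set so that unloaded-vesicle control wells show 10% double positive cells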
# MT stabilize HCS Hoechst-high %: further read-out of MT stabilize HCS, marked with its call; % Hoechst-high responders; measured here: nuclear condensation Hoechst responders;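 share of cells brighter than vehicle mean plus two SD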
# MT stabilize HCS cytotoxicity %: second read-out of MT stabilize HCS, no call of its own (marks repeat the call); toxicity, %; measured here: cytotoxicity by cell density;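 0% = mean cell density of plate MIN control wells and 100% = no cells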
# Autophagy mod cell loss 18 h: second read-out of Autophagy mod, no call of its own (marks repeat the call); toxicity, %; measured here: cell loss, nuclei count;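 cell loss after 18 h compound exposure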
# * marks the source's active call; other numbers are inactive results; i = inactive; ? = inconclusive; . = no result given.
# Preview (2 entries):
SMILES	Hep lipid drop	Hep lipid drop cells 6.5 µM	Salmonella PhoP GFP	T cell modulator	T cell modulator vesicle-bound %	Insulin prom up	Insulin prom up cell count	b-catenin transl	b-catenin transl cell count 5 µM	MT stabilize HCS	MT stabilize HCS Hoechst-high %	MT stabilize HCS cytotoxicity %	CSM14.1 death rescue	Dynein transport	Dynein transport cytoplasmic EGFP	Dynein transport nuclear GR-EGFP	Dynein transport cell count	Autophagy mod	Autophagy mod cell loss 18 h
CCC1(C)Cc2c(C#N)c(N)n(N)c(=S)c2CO1 (stereo unspecified)	28	767	-1%	i	18	.	.	-1.5	1178	3.9	2.3	5.0	-1.8%	-0.24	-0.17	-0.27	0.98	i	-4
OCCCNc1nccc(-c2cc(Nc3cccc(Cl)c3)ncn2)n1	.	.	-5%	i	40	?	.	0.3	1117	.	.	.	.	1	-0.75	0.84	-0.58	.	.

# This part in full, from the first entry:
SMILES	Hep lipid drop	Hep lipid drop cells 6.5 µM	Salmonella PhoP GFP	T cell modulator	T cell modulator vesicle-bound %	Insulin prom up	Insulin prom up cell count	b-catenin transl	b-catenin transl cell count 5 µM	MT stabilize HCS	MT stabilize HCS Hoechst-high %	MT stabilize HCS cytotoxicity %	CSM14.1 death rescue	Dynein transport	Dynein transport cytoplasmic EGFP	Dynein transport nuclear GR-EGFP	Dynein transport cell count	Autophagy mod	Autophagy mod cell loss 18 h
CCC1(C)Cc2c(C#N)c(N)n(N)c(=S)c2CO1 (stereo unspecified)	28	767	-1%	i	18	.	.	-1.5	1178	3.9	2.3	5.0	-1.8%	-0.24	-0.17	-0.27	0.98	i	-4
OCCCNc1nccc(-c2cc(Nc3cccc(Cl)c3)ncn2)n1	.	.	-5%	i	40	?	.	0.3	1117	.	.	.	.	1	-0.75	0.84	-0.58	.	.
COC(CNC(=O)c1cc(-c2ccncc2)nc2ccc(S(=O)(=O)N3CCOCC3)cc12)OC	0	703	-1%	i	14	0.21	1129	.	.	2.7	2.6	5.8	-1.6%	-0.1	0.079	-0.084	0.9	i	2
Cc1cc(-n2c(=O)c(C#N)cc3c(=O)n4ccccc4nc32)no1	.	.	-19%	i	17	.	.	-0.5	1165	1.9	1.9	0.6	-0.3%	0.13	-0.22	0.62	0.69	i	24
COc1ccc(C)cc1NC(=O)CSc1nc(SC)ns1	11	805	-4%	i	55	-0.35	1155	2.2	999	2.8	1.8	9.7	-2.3%	-0.25	-0.08	-0.072	-0.25	i	1
COc1ccc(-c2nnc(SCC(=O)Nc3nc4ccccc4s3)n2C)cc1	-8	678	0%	.	.	-0.27	917	1.2	1166	2.1	1.5	6.0	-4.2%	2.9	-0.43	1.2	0.48	i	1
COC(C[C@@H](O)[C@@H](C)[C@H](O)COCc1ccccc1)OC	-9	676	-2%	.	.	0.59	915	-0.4	1365	.	.	.	.	-0.73	-0.8	-0.4	0.13	.	.
N#Cc1c(N)sc2c1CCN(CCc1ccccc1)C2	2	749	-5%	i	21	2.5	1116	-3.5	1265	3.3	1.4	5.8	6.1%	-0.6	0.2	-0.68	-0.24	i	-2
Cc1c(C(=O)N/N=C/c2ccncc2)no[n+]1[O-]	12	710	-1%	i	29	0.29	1422	0.8	1059	2.8	1.6	7.8	-0.6%	-0.61	-0.35	-0.11	1.1	i	-12
COc1cc2c(cc1OC)C(C)N(C(=O)Cn1ncc3c1-c1ccccc1OC3)CC2 (stereo unspecified)	-1	547	1%	i	55	0.08	1469	-0.9	1159	3.5	2.1	3.9	.	-0.34	1.1	0.38	-0.41	.	.
CCOC(=O)c1c(NS(=O)(=O)c2ccc(Br)cc2)sc2c1CCC2	.	.	-2%	i	48	.	.	.	.	3.1	1.9	1.9	.	-0.13	-0.14	-0.23	0.0058	i	-1
COc1ccc(CN2CCCC(C(=O)N(C)Cc3ccccc3)C2)cc1OC (stereo unspecified)	.	.	0%	i	4	-0.18	1479	-2.4	1450	2.8	3.8	5.3	-0.1%	-1	-0.038	-0.35	0.095	i	14
C=CCNC(=S)Nc1ccc(F)cc1F	-7	596	10%	i	51	-0.25	1367	-2.1	1136	3.6	2.8	9.2	-0.8%	-0.47	-0.18	-0.24	0.74	i	11
N#Cc1ccc(NC(=S)Nc2ccccc2)cc1	12	674	11%	i	41	-0.38	1338	.	.	1.0	1.8	1.8	-1.1%	1.1	-0.32	1	0.19	i	11
O=c1sc2ccccc2n1CCOc1ccccc1	.	.	-5%	i	32	0.06	1066	1.9	1101	3.9	2.6	9.3	0.9%	-1.3	-0.29	-0.49	0.5	i	12
COc1ccc(C2CC(c3cccs3)=NN2c2nc(C)c(C(C)=O)s2)cc1OC (stereo unspecified)	2	722	-5%	.	.	-0.22	1103	-0.1	1109	3.6	5.4	0.3	0.2%	-1.2	-0.066	-0.58	0.92	i	-9
COc1ccc(C(c2nnnn2C2CCCC2)N2CCN(C3CCCC3)CC2)cc1OC (stereo unspecified)	2	711	-1%	i	46	0.15	1874	-2.4	1078	4.4	1.7	2.0	-1.5%	1.1	-0.26	0.53	-0.41	i	20
Cc1cc(Cl)c(OCCCn2ccnc2)c(Br)c1	-50	636	22%	i	40	-0.56	1015	-1.8	947	3.6	2.2	2.9	6.3%	-0.24	-0.32	-0.54	0.95	i	-4
CC1CC(C)(C)NC(=S)N1CCCC(=O)Nc1ccc(Cl)cc1 (stereo unspecified)	-5	721	-2%	i	49	-0.97	1145	0.0	1054	4.4	2.3	8.5	-0.7%	-0.57	-0.32	-0.47	0.65	i	1
CCc1n[nH]c2c1/C(=N\O)CC(C)(C)C2	.	.	4%	i	41	0.5	1142	-6.4	1031	4.2	3.5	8.9	-2.0%	0.63	-0.2	0.5	-0.75	i	12
CC1CC(C)CN(CCOCCSc2ccc(Cl)cc2)C1 (stereo unspecified)	-19	612	-9%	i	26	-0.87	1139	0.7	1654	3.6	2.0	8.8	-2.6%	-0.21	0.14	0.059	0.41	i	0
CC(=O)NS(=O)(=O)c1ccc(Nc2ccc([N+](=O)[O-])c3nonc23)cc1	-13	690	8%	i	17	-0.38	1101	-0.9	1333	.	.	.	.	-1.2	-0.26	-0.068	0.85	.	.
COc1ccc(Cn2c(=O)cc(N)n(-c3ccccc3C)c2=O)cc1	-9	674	-3%	i	6	-0.53	1322	2.1	1276	.	.	.	.	-0.057	-0.23	-0.13	0.34	.	.
CCn1cc(/C=N/NS(=O)(=O)c2ccc(C)cc2)c(C)n1	-4	802	0%	i	54	0.92	768	.	.	2.4	1.1	4.1	-0.7%	0.18	-0.12	0.15	-0.74	i	-13
Cc1ccc(C2=NNC(C(O)C(O)C(O)C(O)CO)S2)cc1 (stereo unspecified)	3	852	0%	i	17	-0.91	933	-2.4	1181	42*	27*	32*	-1.8%	-1	-0.17	-0.57	0.74	i	-5
CC(C)(C)C(=O)COC(=O)c1cccc(NC(=O)c2ccco2)c1	.	.	1%	i	25	-0.35	1593	0.1	1376	2.8	1.3	10.0	0.0%	0.95	-0.34	0.19	-0.16	i	4
O=C(NCCSc1c(-c2ccccc2)[nH]c2ccccc12)c1cc2ccccc2oc1=O	6	725	8%	i	32	1.1	1283	-1.4	609	2.3	3.1	6.2	1.9%	0.74	-0.23	1.4	-0.82	i	-55
O=C(COC(=O)CC(c1ccccc1)c1ccccc1)NCc1ccc(Cl)cc1	-14	638	6%	i	25	0.68	1365	.	.	3.7	1.6	10	-4.8%	0.19	-0.32	-0.32	0.044	i	0
CCSC1=C(C#N)C(c2ccc(F)cc2)CC(=O)N1 (stereo unspecified)	.	.	4%	.	.	0.65	952	-1.9	1182	5.5	3.4	2.9	-1.4%	0.72	-0.18	0.59	-0.17	i	-3
NC(=O)C1CC(=O)N(Cc2ccc3c(c2)OCO3)C(=Nc2ccccc2)S1 (stereo unspecified)	.	.	4%	i	36	0.19	1262	-1.3	1076	2.9	3.6	4.3	-0.9%	1.8	-0.19	0.81	-0.7	i	-2
Cn1c(NC(=O)COc2ccccc2)cc(=O)n(C)c1=O	.	.	0%	i	42	0.25	1591	1.9	1273	4.5	1.3	3.3	-0.8%	-0.83	0.0057	-1.1	-0.0025	i	3
CCOc1cc(C2NC(=O)NC(C)=C2C(C)=O)cc(Cl)c1OCC(=O)O (stereo unspecified)	1	782	-15%	i	14	0.2	902	.	.	1.6	1.8	7.9	-0.8%	-0.55	-0.34	-0.15	0.26	i	-11
Nc1c(Cl)ncnc1N1CCN(c2ncnc(Cl)c2N)CC1	8	757	-2%	i	34	0.27	1089	-1.1	578	4.1	2.2	7.5	-2.5%	-0.68	-0.29	-0.64	0.5	i	-14
